Tau ThT inhib: qHTS for Inhibitors of Tau Fibril Formation, Thioflavin T Binding; Microtubule-associated protein tau (Homo sapiens), P10636; recombinant tau K18 P301L, heparin-induced fibrillization, ThT fluorescence; Potency, µM (highest dose often 57.4 µM), for inactives: at the top dose activity, negative = inhibition, hits mostly inhibitors; 270,000 compounds, 2.1% hits; AID 1460, 2008; note: % is set by controls: 0 for no effect and ±100 for the full control effect; nearly all actives have a fitted effect of over 55% in size
Target sequence (P10636 561-689 P618L limits assumed): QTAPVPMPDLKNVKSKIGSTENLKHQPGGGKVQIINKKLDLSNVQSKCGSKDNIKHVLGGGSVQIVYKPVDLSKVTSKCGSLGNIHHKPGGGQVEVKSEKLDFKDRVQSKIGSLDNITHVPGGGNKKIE
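Using a mix of unlabeled (15 uM) and Alexa 594-labeled (0.24 uM) tau K18 P301L, heparin-triggered fibrillization over 6 hr at 37 C was scored by ThT fluorescence.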
L3MBTL1 inh: qHTS Assay for the Inhibitors of L3MBTL1. AlphaScreen L3MBTL1–H3K9me1 peptide binding. AID 485360, 2010. Lethal(3)malignant brain tumor-like protein 1 (Homo sapiens), Q9Y468. 230,000 compounds, 0.66% hits. Potency, µM (top dose mostly 57.1 µM), for the others: at the top dose activity, negative = inhibition, hits mostly inhibitors; note: % is set by controls: 0 for no effect and ±100 for the full control effect; nearly all actives have a fitted effect of over 60% in size
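AlphaScreen proximity signal between nickel-chelate acceptor and streptavidin donor beads (final 10 ug/mL) reports binding of 50 nM L3MBTL1 to 75 nM biotin-H3 K9me1 peptide; complex incubated with compounds 30 min at room temperature; cefsulodin titration as control.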
TRb-SRC2 inh: qHTS for Inhibitors of the Interaction of Thyroid Hormone Receptor and Steroid Receptor Coregulator 2; 280,000 compounds, 0.065% hits; Potency, µM (titrated, usually from 106 µM), for inactives: top-dose activity change, negative = inhibition, usual class: inhibitors; TRbeta-SRC2 peptide binding, fluorescence polarization; receptor liganded with 1 µM T3; Thyroid hormone receptor beta (Homo sapiens), P10828;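 note: plate controls were bound peptide for no effect and peptide without receptor for full effect; nearly all actives have a fitted effect of over 50% in size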
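Polarization signal, normalized between peptide-alone and full complex controls, measured compound effects on T3-liganded human TRb LBD (0.6 uM) binding 20 nM Texas Red SRC2 peptide after 5 hr.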
TexasRed fluor: Total Fluorescence Counterscreen for Inhibitors of the Interaction of Thyroid Hormone Receptor and Steroid Receptor Coregulator 2; TRb/SRC2 Texas Red total fluorescence interference; Potency, µM (titrated, usually from 106 µM), inactives show at the top dose fluorescence change, negative = quenching; 280,000 compounds, 0.29% hits; active = well fitted curve in either direction with a large enough effect; inconclusive = small, poorly fitted or top-dose-only effect; note: % is set by controls: 0 for no effect and ±100 for the full control effect
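Human TRb ligand-binding domain at 0.6 uM with 20 nM Texas Red SRC2 peptide in Tris buffer containing 1 uM T3 and 5% DMSO, incubated with compound 5 h at ambient temperature. Total fluorescence (555/632 nm) calculated as parallel + 2 × perpendicular.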
HTT cytoprotect: qHTS Multiplex Assay to Identify Dual Action Probes in a Cell Model of Huntington: Cytoprotection (ATP); PC12 HTT-Q103 induced, cytoprotection, ATP luminescence, 40 h; Potency, µM (series often up to 56.4 µM), without a hit: cytoprotection (ATP increase), actives largely listed as activators; 230,000 compounds, 0.14% hits; AID 1471, 2008;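 note: % of control where 0% means no effect; nearly all actives have a fitted effect of over 45% in size; toxic huntingtin expression switched on by the ecdysone agonist tebufenozide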
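Quantitative HTS on tebufenozide-induced (100 nM) PC12 cells expressing HTTQ103 exon 1–GFP; compounds tested as a concentration series; survival measured via cellular ATP.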
RECQ1 inh: qHTS Assay for Inhibitors of RecQ-Like Dna Helicase 1 (RECQ1); ATP-dependent DNA helicase Q1 (Homo sapiens), P46063; RECQ1 DNA unwinding, red fluorescence kinetic read; Potency, µM (series often up to 57.3 µM), for inactives: at the top dose activity, negative = inhibition, most hits filed as inhibitors; 240,000 compounds, 0.54% hits; AID 2549, 2010;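 note: plate controls were vehicle for no effect and no enzyme for full effect; nearly all actives have a fitted effect of over 30% in size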
Target sequence (P46063 whole entry, looked up): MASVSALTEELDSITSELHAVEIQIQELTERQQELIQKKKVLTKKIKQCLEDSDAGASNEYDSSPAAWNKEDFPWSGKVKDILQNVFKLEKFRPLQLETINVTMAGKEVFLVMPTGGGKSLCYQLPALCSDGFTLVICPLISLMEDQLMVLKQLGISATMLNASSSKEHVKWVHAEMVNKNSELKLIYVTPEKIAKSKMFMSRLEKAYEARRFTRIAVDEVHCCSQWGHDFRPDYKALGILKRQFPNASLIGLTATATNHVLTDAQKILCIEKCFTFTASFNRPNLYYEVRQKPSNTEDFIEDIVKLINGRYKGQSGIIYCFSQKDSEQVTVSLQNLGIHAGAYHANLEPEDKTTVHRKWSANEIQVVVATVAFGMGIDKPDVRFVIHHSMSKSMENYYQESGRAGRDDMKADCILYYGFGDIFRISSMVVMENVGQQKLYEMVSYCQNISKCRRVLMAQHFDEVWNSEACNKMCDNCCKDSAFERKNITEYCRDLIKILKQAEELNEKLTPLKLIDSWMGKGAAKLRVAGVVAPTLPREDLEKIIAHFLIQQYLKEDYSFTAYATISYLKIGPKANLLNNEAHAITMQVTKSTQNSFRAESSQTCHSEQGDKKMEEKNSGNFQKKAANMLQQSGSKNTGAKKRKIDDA
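RECQ1T1 50 nM; forked duplex (20 bp + 30-nt ss tails) 200 nM, ATP 2 mM final; pH 8.0, 2 mM MgCl2, 2.5 ug/ml poly(dI-dC); 15 min compound preincubation; discontinuous kinetic read over 2 h at RT.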
Tau FP inhib: qHTS for Inhibitors of Tau Fibril Formation, Fluorescence Polarization; Microtubule-associated protein tau (Homo sapiens), P10636; K18 P301L tau heparin fibrillization, Alexa594 FP, 6 h; Potency, µM (series often up to 57.7 µM), without a hit: top-dose activity, negative = inhibition, actives largely listed as inhibitors; 280,000 compounds, 0.39% hits; note: % is set by controls: 0 for no effect and ±100 for the full control effect; nearly all actives have a fitted effect of over 55% in size
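Steps: dispense K18 P301L tau (15 uM plus 0.24 uM Alexa 594 tracer, final) in pH 7 sodium acetate; add compound; add heparin (20 uM final); incubate 6 hr, 37 C; add ThT (30 uM final); after 1 hr ambient, read FP.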
Tau fluor counter: Counterscreen qHTS for Inhibitors of Tau Fibril Formation, Fluorescence Polarization; tau K18 P301L (four-repeat tau fragment) Alexa594 fluorescence, heparin fibrillization; Potency, µM (highest dose often 57.7 µM), without a hit: at the highest dose activity change, negative = decrease; 280,000 compounds, 0.93% hits; note: % is set by controls: 0 for no effect and ±100 for the full control effect; nearly all actives have a fitted effect of over 55% in size
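Human K18 P301L tau (15 uM unlabeled plus 0.24 uM Alexa 594-labeled, final) in 100 mM sodium acetate pH 7 was mixed with compound and 20 uM heparin and incubated 6 hr at 37 C.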
Starred values were filed as active, the others as inactive; i = inactive; ? = inconclusive; . = no result given; & = joins results of further samples; [ ] = another dose, or the depositor's remark. Unless noted, calls come from the whole dose curve; as a rule, active = well fitted curve in the direction sought with a large enough effect; inconclusive = small, poorly fitted or top-dose-only effect, or another doubt; inactive = no such curve, though single readings can be large; an effect the other way counts as inactive or inconclusive. Potency is the fitted concentration of half-maximal effect. These rows are one share of the data (hit frequency here may not be typical).

Every second line gives: Tau ThT inhib, L3MBTL1 inh, TRb-SRC2 inh, TexasRed fluor, HTT cytoprotect, RECQ1 inh, Tau FP inhib, Tau fluor counter
> O=C1NC(NS(=O)(=O)c2ccc(Cl)cc2)(C(F)(F)F)C(=O)N1c1ccccc1 (centres undefined)
 : -3%, 5%, -8%, 1%, 0%[10 µM], 8%, -4%, 4%
> COc1ccc(Cl)cc1NC(=O)C1CCN(S(=O)(=O)c2ccc3c(c2)CCCN3C(=O)C2CCC2)CC1
 : 0%, ., -6%, 0%, ., ., -6%, -12%
> CC(=O)Nc1ccc(NC(=O)c2c([N+](=O)[O-])c(C(C)(C)C)nn2C)cc1
 : -13%, 7%, -2%, -1%, -11%[10 µM], -4%, -2%, -11%
> Cc1cc(NC(=O)Cc2cccs2)no1
 : ?, 28µM*, 9%, -27%, 21%[10 µM], 25µM*, -2%, -20%
> COc1ccc(CCNC(=O)CCc2c(C)nc3cc(-c4cccc(F)c4)nn3c2C)cc1OC
 : ?, ., -4%, -1%, ., ., -1%, -8%
> O=C(COc1ccccc1)NC(NC(=S)Nc1ccccc1O)C(Cl)(Cl)Cl (centres undefined)
 : ?, 1%, 7%, 1%, -37%, i, 8%, ?
> O=C(COC(=O)CCc1c[nH]c(=O)[nH]1)Nc1ccccc1
 : 5%, 47%[activator], -3%, 0%, 1%[10 µM], -14%, -7%, -4%
> COc1cc(OC)c(OC)cc1CN1CCN(Cc2cccn2C)CC1
 : -18%, -8%, -7%, -2%, 14%[10 µM], -9%, 2%, -9%
> O=C(O)c1ccc(S(=O)(=O)c2ccc(Sc3ccc(C(=O)O)c(C(=O)O)c3)cc2)cc1
 : 2%, -6%, -6%, -1%, ., 17%, 6%, 11%
> CN(C(=O)Cc1ccccc1)n1cnnc1
 : -2%, 2%, 8%, -2%, 12%[10 µM], -1%, -6%, -3%
> CCOc1ccc(NC(=O)Cn2cncc2-c2ccc([N+](=O)[O-])cc2)cc1
 : ?, 5%, -1%, -5%, -1%[10 µM], -3%, -1%, -12%
> Cc1ccc(NC(=O)NCCCl)cc1S(=O)(=O)N1CCOCC1
 : -4%, -5%, -2%, 4%, 25%[10 µM], -5%, 2%, -6%
> CC1NC(=O)NC1CCCCCC(=O)Nc1ccc(F)c(Cl)c1 (centres undefined)
 : -3%, 0.32µM*, -4%, -2%, -24%, -6%, -6%, 0%
> Fc1ccc2c(c1)C(c1ccc(N3CCOCC3)cc1)=NNC(c1cccs1)=N2
 : ?, -28%, 7%, -6%, 13%[10 µM], -5%, 13%, ?
> Cc1cc(C)cc(CC2CC(=O)N(c3cc(C)on3)C2=O)c1 (centres undefined)
 : -3%, 8%, -7%, 1%, -6%[1.9 µM], -2%, -1%, -3%
> CCNC(=S)N1CCN(CCN=CC2=C(O)CC(c3ccco3)CC2=O)CC1 (centres undefined)
 : -17%, ., 1%, -1%, 19%, 3%, -2%, -12%
> C/C(=N\Nc1nc(N2CCCCC2)nc(N2CCOCC2)n1)c1cccs1
 : 8%, ., 1%, -1%, 17%, 1%, 10%, 14%
> CCOC(=O)c1ccc(NC(=O)c2ccc(NS(C)(=O)=O)cc2)cc1
 : 16%, 8%, -11%, -3%, -9%[0.074 µM], -1%, -11%, -5%
> CCCC(CCC)c1nc2ccncc2[nH]1
 : -3%, ., 6%, -1%, -8%, -3%, 2%, 0%
> COc1ccc(C2/C=C\CN(Cc3ccncc3)CC(=O)N2Cc2ccc(F)cc2)cc1 (centres undefined)
 : -17%, ., 3%&-1%, 0%&1%, 8%[10 µM], -4%, 0%, -16%
> O=C(CCSCc1cccc(Cl)c1)NCCC1=CCCCC1
 : ?, 27%, 4%, -1%, 12%[10 µM], -7%, 6%, -10%
> COc1ccc(O)c(C(=O)c2cnc3onc(C)c3c2)c1
 : -17%, -1%, 0%, -4%, 4%, -16%, -5%, -23%
> O=C(Nc1ccc(F)cc1)c1ccc(COc2ccccc2)cc1
 : 8%, -5%, -7%, 1%, ., -6%, -12%, 14%
> CN(C)C(=O)CSc1nc(SCC(=O)N(C)C)n(-c2ccccc2)n1
 : -3%, 0%, -4%, -1%, 16%[10 µM], i, 3%, -1%
> Nn1cc(Br)c(=O)[nH]c1=O
 : -9%, ., 1%, -2%, -23%, i, -5%, -11%
> Cc1ccc(C(=O)CCC2CCCC2=O)cc1 (centres undefined)
 : 4%, 10%, -11%, -9%, -14%[10 µM], -7%, -2%, 3%
> COc1ccc(CNC(=O)C2CCCCN2S(=O)(=O)c2ccc(F)cc2)cc1 (centres undefined)
 : 1%, ., -4%, 1%, ., ., -4%, -6%
> COC(=O)c1ccccc1NC(=O)CSc1nnc(-c2cccnc2)n1N
 : 3%, 7%[11.4 µM], -1%, -5%, 6%, i, -1%, 5%
> Cc1ccc(NC(=O)C2CCCN(S(=O)(=O)c3ccc4[nH]c(=O)ccc4c3)C2)cc1C (centres undefined)
 : -1%, 6%, -7%, -2%, ., ., -16%, -9%
> COC(=O)c1[nH]c2ccccc2c1NS(=O)(=O)c1ccc(F)c(C)c1
 : 5%, -1%, 2%, -1%, -13%, -5%, 4%, -12%

Compound profiles (already shown). Screens in order: Tau ThT inhib	L3MBTL1 inh	TRb-SRC2 inh	TexasRed fluor	HTT cytoprotect	RECQ1 inh	Tau FP inhib	Tau fluor counter
COC(=O)c1[nH]c2ccccc2c1NS(=O)(=O)c1ccc(F)c(C)c1 reads 5%	-1%	2%	-1%	-13%	-5%	4%	-12%
Cc1ccc(NC(=O)C2CCCN(S(=O)(=O)c3ccc4[nH]c(=O)ccc4c3)C2)cc1C (centres undefined) reads -1%	6%	-7%	-2%	.	.	-16%	-9%
COc1ccc(O)c(C(=O)c2cnc3onc(C)c3c2)c1 reads -17%	-1%	0%	-4%	4%	-16%	-5%	-23%

Following part.
Every second line gives: Tau ThT inhib, L3MBTL1 inh, TRb-SRC2 inh, TexasRed fluor, HTT cytoprotect, RECQ1 inh, Tau FP inhib, Tau fluor counter
> O=C(c1ccccn1)C1CCCN(Cc2nc(Cc3cccc(F)c3)no2)C1 (centres undefined)
 : -8%, 9%, 3%, -2%, -11%[10 µM], -2%, 5%, -9%
> CN1C(=O)CC(N2CCN(C(=O)c3ccccc3)CC2)C1=O (centres undefined)
 : -5%, ., 3%, 2%, 4%, i, 3%, -5%
> COCCn1c(SCC(=O)Nc2ccc(NC(=O)c3ccco3)c(OC)c2)nc2ccccc2c1=O
 : -4%, ., -8%, 0%, 0%, -11%, -6%, -18%
> COc1ccccc1N(C)S(=O)(=O)c1ccc(C(=O)OCC(=O)Nc2cc(C)on2)cc1
 : -7%, 4%, 3%, 0%, 19%[10 µM], -3%, -4%, -23%
> O=C(NCCCCc1ccccc1)C12CN(Cc3ccccc3)CC1C(c1ccc([N+](=O)[O-])cc1)=NO2 (centres undefined)
 : -12%, -15%, -24%, 2%, -8%[10 µM], -12%, -9%, ?
> Cn1nnc(NC(=O)CSc2ncn[nH]2)n1
 : 1%, 4%, -3%, 0%, -6%[10 µM], 0%, -10%, -5%
> O=C(COc1ccc2ccccc2c1)NCCn1ccc2ccccc21
 : ?, -2%, -15%, -3%, -5%[10 µM], -6%, -7%, ?
> COC(=O)C(NC(=O)CCc1c(C)nc2cc(-c3cccc(F)c3)nn2c1C)C(C)C (centres undefined)
 : -8%, ., -2%, -1%, ., ., 9%, -12%
> COc1ccc(NC(=O)Nc2ccccc2F)c(C)c1
 : 5%, 5%, 7%, 1%, -47%[inhibitor], 0%, -1%, 2%
> COC(=O)c1ccccc1NC(=O)C1CCCN(S(=O)(=O)c2ccc(OC)cc2)C1 (centres undefined)
 : -8%, -1%, -8%, 0%, 37%[10 µM], -8%, 5%, -19%
> Cc1ccc(C)c(NC(=O)CCn2cnnn2)c1
 : 2%&3%, 10%, 7%&-2%, 0%&2%, -4%, -3%, -1%&4%, 4%&0%
> O=C(c1cc(COc2ccc(F)cc2Cl)on1)N1CCC(OCc2cccnc2)CC1
 : ?, 2%, -5%, -7%, -56%[inhibitor], i, ?, -13%
> CC1=C(C)CS(=O)N(S(=O)(=O)c2ccc(Cl)cc2)C1 (centres undefined)
 : ?, 8%, -11%, -3%, 38%, -4%, 0%, 2%
> O=C(CSc1nc2[nH]ncc2c(=O)n1-c1ccccc1Br)NCc1ccccc1Cl
 : -19%, ., 2%, 1%, 18%, -2%, 2%, ?
> Cc1ccccc1OCC(=O)Nc1nnc(C2CCCCC2)s1
 : -5%, 1%, -2%, -7%, 21%[10 µM], -2%, 8%, 0%
> CCNC(=O)COc1cc(C)c(Cl)c(C)c1
 : 0%, ., -3%, -5%, 4%, 9%, 11%, 11%
> CCN(C(=O)c1cn(C)c(=O)c2ccccc12)c1cccc(C)c1
 : ?, ., -1%, 0%, ., ., 4%, -6%
> CC(C)c1ccc(-c2noc(SCC(=O)N3CCN(c4ccccc4F)CC3)n2)cc1
 : ?, ., -5%, -1%, ., ., ?, -17%
> O=C(CN1CCCc2ccccc21)Nc1ccc(F)cc1[N+](=O)[O-]
 : -2%, ?, -2%, -4%, -19%, -4%, 2%, -13%
> Cc1nn2c(=O)cc(COC(=O)c3cccc(NC(=O)COc4ccccc4C)c3)nc2s1
 : ?, ., 3%, -1%, ., ., -6%, -11%
> CC(=O)N1CCc2cc(S(=O)(=O)NC(CC(C)C)C(=O)Nc3cc(C)ccn3)ccc21 (centres undefined)
 : 6%, ., 2%, 0%, 11%, -8%, -7%, -4%
> CCc1nnc2c(Nc3cccc(C(C)=O)c3)nc3ccccc3n12
 : 4%, ., -6%, -1%, ., ., -1%, 0%

Screens as filed in PubChem BioAssay.
